Assay outcomes from PubChem.
GCN5L2 inh – inhibitors of human GCN5L2 histone acetyltransferase; Q92830; GCN5L2 HAT assay, ThioGlo1 CoA-SH fluorescence; Potency, µM (highest dose often 58.9 µM), inactives show top-dose activity change, negative = inhibition, hits mostly inhibitors; actives 0.21% (n = 390,000)
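Enzyme at 20nM final was mixed with library compounds for 15 min at room temperature. Peptide H3(1-25) at 75uM, acetyl-CoA at 70uM and ThioGlo1 at 50uM were then added. Plates were read immediately and after 20 min (Ex340nm/Em540nm).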
FEN1 inhibitor – blocks human flap endonuclease 1; P39748; Recombinant FEN1 flap cleavage, fluorescence, 15 min; Potency, µM (doses to about 114 µM), for the others: at the highest dose activity change, negative = inhibition, hits mostly inhibitors; actives 0.35% (n = 390,000); AID 588795; also: nearly all actives have a fitted effect of over 65% in size
Target sequence (P39748 whole entry, looked up): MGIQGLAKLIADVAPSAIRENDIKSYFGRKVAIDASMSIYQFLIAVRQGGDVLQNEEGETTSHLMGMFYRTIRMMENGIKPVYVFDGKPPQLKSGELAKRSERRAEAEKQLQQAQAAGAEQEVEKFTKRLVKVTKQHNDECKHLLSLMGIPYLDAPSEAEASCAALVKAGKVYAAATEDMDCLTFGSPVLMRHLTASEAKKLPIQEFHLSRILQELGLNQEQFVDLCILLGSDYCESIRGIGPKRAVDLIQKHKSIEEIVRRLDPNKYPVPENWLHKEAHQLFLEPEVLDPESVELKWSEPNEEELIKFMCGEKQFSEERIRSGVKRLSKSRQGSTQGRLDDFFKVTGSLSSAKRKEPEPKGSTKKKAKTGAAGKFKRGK
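FEN1 at 10 nM, compound pretreatment for 15 min (room temperature), 50 nM final substrate to initiate; endpoint reads at 0 and 15 min; DMSO-only plates used as vehicle background.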
N370S GC mod – N370S glucocerebrosidase modulation, Gaucher chaperone candidate. P04062. N370S GC spleen homogenate, 4MU-glucoside fluorescence. Potency, µM (doses to about 59.4 µM), without a hit: top-dose activity change, negative = inhibition, actives largely listed as inhibitors. actives 0.092% (n = 330,000);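 also: 0% = full enzyme activity and -100% = no enzyme basal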
* hit, by the source's call; ? = inconclusive; nt = not tested or not shown; [ ] = another dose, or the depositor's remark. Calls follow the shape of the dose curve; as a rule, active = well fitted curve in the direction sought with a large enough effect; inconclusive = small, poorly fitted or top-dose-only effect, or another doubt; inactive = no such curve, though single readings can be large; an effect the other way counts as inactive or inconclusive. Unless noted, % is scaled to controls: 0 for no effect and ±100 for the full control effect; potency is read from the fitted curve at half-maximal effect.

SMILES	GCN5L2 inh	FEN1 inhibitor	N370S GC mod
Cn1cc(-c2nc3cnc(Oc4ccccc4)nc3n(C3CC3)c2=O)c2ccccc21	-2.6%	nt	-0.8%
Cc1cc(C)nc(NS(=O)(=O)c2ccc(NC(=O)c3ccc(N4C(=O)CCC4=O)cc3)cc2)n1	-4.9%	0.2%	3.1%
CC1(c2ccc(Cl)cc2)NC(=O)CS1 (stereo not drawn)	-4.4%	-8.7%	7.2%
C#CCN1C(=O)S/C(=C/C=C/c2ccc(N(C)C)cc2)C1=O	-2.6%	?	-2.1%
CC(CCc1ccccc1)NC(=O)COC(=O)c1cccc(N(C)C)c1 (stereo not drawn)	-15.4%	?	-1.2%
Cc1cccc(OCCCn2c(CCNC(=O)C(C)C)nc3ccccc32)c1	0.4%	5.4%	13.9%
CCCC(=O)N(CCc1ccc(OC)cc1)Cc1nc2ccccc2c(=O)[nH]1	?	-11.1%	6.5%
CC(=O)N1CCN(c2ccccc2NC(=O)c2ccc(Br)o2)CC1	-0.6%	-1.3%	0.0%
O=C(Nc1cccc(S(=O)(=O)N2CCCCCC2)c1)c1ccc(Cl)nc1	0.1%	-23.2%	nt
CCC1CCCCN1S(=O)(=O)c1ccc(C(=O)N(CCCN(C)C)c2nc3cc4c(cc3s2)OCO4)cc1 (stereo not drawn)	-5.4%	?	?
Cc1cc(C)cc(NC(=S)NCc2ccncc2)c1	-0.4%	0.5%	-9.7%
O=C(/C=C/c1cccc([N+](=O)[O-])c1)NCCSCc1cccc(Cl)c1	-6.1%	-5.1%	3.3%
COc1ccc(-c2ccc(NS(=O)(=O)c3cc([N+](=O)[O-])c(C)c([N+](=O)[O-])c3)cc2)nn1	-7.4%	-16.2%	0.5%
Cc1ccc(C)c(OCCC(=O)OCC(=O)N2CCN(c3ccccc3)CC2)c1	-22.5%	-8.4%	-6.1%
Cc1cc(C)nc(Nc2n[nH]c(COc3cccc4ccccc34)n2)n1	-4.7%	-0.6%	-23.9%
O=C(O)CCN(CCC(=O)O)c1nnc(SCc2ccccc2)s1	-0.9%	8.3%	-1.1%
CCOC(=O)c1ccc2ncc(-c3ccccc3)nc2c1	-0.1%	-2.9%	27.8%
O=C(Nc1ccccc1)c1ccc(S(=O)(=O)N2CCOCC2)cc1	-3.1%	-4.0%	4.1%
Cc1cccc(C(=O)N2CCCC(c3nc(-c4ccc(C)o4)no3)C2)c1 (stereo not drawn)	-4.2%	-6.3%	-1.0%
CC(=O)NS(=O)(=O)c1ccc(NC(=S)Nc2ccccc2)cc1	-6.2%	8.3%	2.8%
O=C1C(=O)c2ccccc2C(O)=C1CCCCl	-3.8%	?	1.2%
CCOC(=O)CSc1nc2cc3c(cc2c(=O)n1Cc1ccc(C(=O)NCCc2ccc(OC)c(OC)c2)cc1)OCO3	-6.4%	13.9%	nt
O=C(CSc1ncc(S(=O)(=O)c2ccc(Cl)cc2)c(=O)[nH]1)Nc1ccc2c(c1)OCCO2	-3.3%	-9.2%	nt
Cc1ccc(OCC(=O)NNC(=O)c2ccc3c(=O)n4c(nc3c2)CCC4)cc1	-4.0%	-12.4%	2.2%
Cc1nc2sc(C)c(C)n2c(=O)c1S(=O)(=O)NCCc1ccc(Cl)cc1	-6.2%	17.8%	nt
O=C(c1ccc([N+](=O)[O-])cc1[N+](=O)[O-])n1cnc2ccccc21	-0.9%	-1.2%	-27.1%
CC(C)CN1CN(Cc2ccccc2)CNC1=S	16.0%	1.2%	5.3%
CC1CCCCN1CC(=O)Nc1ccc2c(c1)OC(F)(F)O2 (stereo not drawn)	-5.9%	2.6%	-10.4%
Cn1cnc2c(=O)oc3ccc(S(=O)(=O)N4CCN(c5ccccc5)CC4)cc3c21	-3.4%	-4.7%	nt
NNC(=S)Nc1cccc(-c2n[nH]c(=S)o2)c1	-3.7%	50.1µM*	9.2%

Single records (already shown).
Cc1nc2sc(C)c(C)n2c(=O)c1S(=O)(=O)NCCc1ccc(Cl)cc1 is listed with GCN5L2 inh: -6.2%; FEN1 inhibitor: 17.8%; N370S GC mod: nt
CCOC(=O)CSc1nc2cc3c(cc2c(=O)n1Cc1ccc(C(=O)NCCc2ccc(OC)c(OC)c2)cc1)OCO3 is listed with GCN5L2 inh: -6.4%; FEN1 inhibitor: 13.9%; N370S GC mod: nt

Next part.
SMILES	GCN5L2 inh	FEN1 inhibitor	N370S GC mod
Cc1ccc(S(=O)(=O)N/N=C/c2ccc(OCC(=O)Nc3ccccc3Cl)cc2)cc1	?	12.9%	8.0%
CNc1snc(C)c1C(=O)OC(C)C(=O)Nc1ccccc1 (stereo not drawn)	-4.7%	-5.4%	nt
COc1ccc(OCCC(=O)OCC(=O)NC(=O)NC(C)C)cc1	2.9%	-1.9%	2.5%
COc1cc(C(=O)N/C(=C\c2cn(S(=O)(=O)N(C)C)c3ccccc23)C(=O)N2CCCC2)cc(OC)c1OC	-11.1%	-24.1%	-13.0%
CC(C)NC(=O)c1onc(CSc2nc3ccccc3[nH]2)c1C(=O)NC(C)C	-1.0%	7.7%	-3.3%
CN(C)NC(=O)C(NC(=O)c1ccc(N)cc1)C12CC3CC(CC(C3)C1)C2 (stereo not drawn)	-1.4%	-3.2%	4.9%
CC(=O)Nc1ccc(S(=O)(=O)N2CCN(C(=O)N3CCCCC3)CC2)cc1	-11.6%	-1.1%	-2.7%
CC(CCc1ccccc1)NC(=O)CN1CCN(Cc2ccccc2)C1=O (stereo not drawn)	2.8%	11.6%	6.4%
COc1ccc(S(=O)(=O)N2CCCC(C(=O)NCc3ccncc3)C2)cc1 (stereo not drawn)	1.8%	9.6%	0.4%
Cc1ccc(C)c(Cn2c(=O)cc(C)c3c(C)nn(C)c32)c1	-1.7%	-1.7%	nt
Cc1cc(C(=O)OCC(=O)NCCc2ccccc2)c2ccccc2n1	0.8%	-17.5%	nt
Cc1ccc(C(=O)NCCc2nnc(SCC(=O)Nc3cccc(C(=O)O)c3)n2C)cc1	-0.1%	17.1%	2.8%
CCOc1ccc(-n2cc(-c3ccccc3)c3c(NCc4ccccc4)ncnc32)cc1	0.5%	-14.3%	nt
CCn1c(C)nc2c(=O)oc3ccccc3c21	-3.6%	10.0%	-1.0%
Cc1cc(C)n(-c2ccc(F)cc2CN2CCN(Cc3ccccc3)C(CCO)C2)n1 (stereo not drawn)	-6.4%	-1.9%	0.8%
CC(Cc1c[nH]c2ccccc12)NC(=O)OCCCl (stereo not drawn)	-8.9%	16.0%	4.7%
COc1ccc(NC(=S)N2CCC(c3nc4ccc(Cl)cc4[nH]3)CC2)c(OC)c1	-0.2%	1.2%	-1.2%
COC(=O)c1cccc(OCC(O)Cn2ccnc2)c1 (stereo not drawn)	-0.3%	8.9%	2.7%
CCCCNC(=O)c1c(C)cc(=O)oc1C	-17.7%	-3.7%	-12.5%
Cc1cc(C)cc(OCC(=O)N(Cc2ccco2)c2c(N)n(Cc3ccccc3)c(=O)[nH]c2=O)c1	-2.5%	-14.2%	nt
O=C(O)c1ccc(Cl)c(S(=O)(=O)N(Cc2ccccc2)c2ccc(F)cc2)c1	0.0%	12.3%	-1.0%
Cn1cc(C(=O)C(=O)N2CCOCC2)c2ccccc21	-13.9%	19.8%	-1.3%
OC(CNCc1ccc(F)cc1)(c1ccc(F)cc1)c1ccc(F)cc1	-6.3%	-20.6%	1.2%
O=C(CSCCNS(=O)(=O)c1ccccc1)Nc1ccccc1	1.7%	5.5%	7.8%
CCOc1ccccc1N(C)C(=O)Cn1nc(Cc2cccnc2)c2ccccc2c1=O	-10.1%	-10.4%	nt
COc1ccc2c(CC(=O)N3CCN(S(=O)(=O)c4ccc(F)cc4)CC3)coc2c1	-8.1%	-9.8%	nt
CC(C)c1ccc(-c2nc(C(N)=O)c3c(n2)n(-c2ccc4c(c2)OCO4)c(=O)n3C)cc1	-1.6%	-3.9%	nt
COc1cccc(-c2nc3n(n2)C(c2ccccc2Cl)C(C(N)=O)=C(C)N3)c1 (stereo not drawn)	-2.3%	19.9%	1.5%
COc1ccc(-n2c(C)nc3cc(C(=O)NC4CCCCCC4)ccc32)cc1	-17.8%	-2.7%	nt
COc1ccccc1COc1ccc2c(C)c(CC(=O)O)c(=O)oc2c1C	-1.4%	-3.4%	-8.2%
Cc1cc(=O)oc(C)c1C(=O)O	-0.7%	1.3%	18.0%
CCOc1ccc(S(=O)(=O)NCC(c2ccc(N(C)C)cc2)N2CCCC2)cc1 (stereo not drawn)	-8.6%	-6.5%	nt
OC12CC3C[C@H](C1)C(N1CCOCC1)[C@@H](C3)C2 (stereo partly drawn)	-4.8%	-1.7%	-29.0%
CCO[C@@H]1OC(C(=O)O)=C[C@H](C2CC2)[C@H]1CCCO	4.2%	-2.2%	-6.9%
Clc1cccc(-n2ncc3c(NCCCn4ccnc4)ncnc32)c1	0.5%	16.8%	nt
CC(C)=CCc1c(O)cc(C)oc1=O	-21.3%	nt	-12.0%
C=CCSc1nc(Oc2ccccc2)c2sccc2n1	-5.4%	-11.0%	-14.7%
c1ccc(OCc2nc(-c3cccs3)no2)cc1	-7.1%[0.501 µM]	-6.5%	5.4%
CCOC(=O)c1ccc(NC(=O)CSc2nc3cc4ccccc4cc3[nH]2)cc1	-5.1%	0.3%	nt
CSc1ccc(S(=O)(=O)N2CCN(Cc3ccc4c(c3)OCO4)CC2)cc1	-3.4%	8.1%	-5.8%
Cc1ccc(CN(C)C(=O)c2cccc(S(=O)(=O)N3CCc4ccccc4C3)c2)o1	-8.4%	-19.5%	nt
COc1cc([N+](=O)[O-])ccc1NC(=O)C1CCCN(S(C)(=O)=O)C1 (stereo not drawn)	-2.1%	14.1%	nt
Cc1ccc(C)c(NC(=O)c2ccc(N(C)S(C)(=O)=O)cc2)c1	-1.3%	9.0%	5.8%
COc1cccc(CNc2nc3nc(C)c(Cl)c(C)n3n2)c1	-2.4%	5.7%	3.2%
Cc1ccc(CN2C(=O)CCC2C(=O)NCCN(CC(C)C)CC(C)C)cc1 (stereo not drawn)	0.5%	0.7%	-7.9%
O=C(Nc1nc2c(F)cccc2s1)c1ccco1	-12.3%	13.7%	-1.6%
CCC(=O)N1c2ccc(S(=O)(=O)N3CCN(c4ccccc4)CC3)cc2CC1C (stereo not drawn)	-1.5%	7.5%	nt
Cc1ccccc1C(=O)Nc1ccc(N2CCN(C)CC2)nc1	-6.8%	5.2%	3.1%
Cc1ccc(S(=O)(=O)n2nccc2-c2c(-c3ccccc3)noc2C)cc1	-9.1%	-10.1%	9.6%
Cc1ccc(-n2c(SCC(=O)Nc3ncc(Cl)cc3Cl)nc3ccccc32)cc1	-15.1%	-6.2%	6.3%

5 entries already listed, sorted by count of non-hydrogen atoms, rising:
SMILES	GCN5L2 inh	FEN1 inhibitor	N370S GC mod
COc1cccc(CNc2nc3nc(C)c(Cl)c(C)n3n2)c1	-2.4%	5.7%	3.2%
Cc1ccccc1C(=O)Nc1ccc(N2CCN(C)CC2)nc1	-6.8%	5.2%	3.1%
Cc1ccc(S(=O)(=O)n2nccc2-c2c(-c3ccccc3)noc2C)cc1	-9.1%	-10.1%	9.6%
CCC(=O)N1c2ccc(S(=O)(=O)N3CCN(c4ccccc4)CC3)cc2CC1C (stereo not drawn)	-1.5%	7.5%	nt
Cc1ccc(CN(C)C(=O)c2cccc(S(=O)(=O)N3CCc4ccccc4C3)c2)o1	-8.4%	-19.5%	nt
